High-throughput results from PubChem.
HTR5A inv ag: inverse agonist of human HTR5A in OPRM1-OPRD1 counter-screen; 340,000 compounds, 0.083% hits; P47898; inhibition, % at 9.3 µM; HTR5A cell line, luminescence, inverse agonism; in the data active means inhibition mostly above about 23%, no sharp cut-off; inactive means mostly below about 18%;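 further: 0% = cells with DMSO and 100% = no-cell wells with DMSO; some compounds called inactive have numbers as strong as hits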
PKA-R2B activ: activates the human PKA-R2B holoenzyme complex; P22694+P31323; activation, % at 11.4 µM; PKA-R2B holoenzyme dissociation, Cy5-IP20 fluorescence polarization; R2B truncated from residue 108, S112A mutant; 0% DMSO only, 100% 113 µM cGMP; 340,000 compounds, 0.079% hits;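 active means activation above a cutoff set at the mean over all compounds plus 3 SD, cut at about 18% in these data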;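 further: higher means more holoenzyme dissociation and a rise in polarization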
phage Ecoli inh: E. coli growth loss with phage present; growth absorbance; inhibition, % at 11.9 µM; 360,000 compounds, 0.26% hits; AID 651602; in the data active means inhibition above about 11%
Tat export inh: inhibitors of E. coli Tat protein transport | 340,000 compounds, 0.036% hits | inhibition, % at 10 µM | E. coli MC4100 TorA-mCherry Tat export, fluorescence;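 active means mean replicate inhibition at least 50% and at least half of replicates individually reaching 50%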;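 further: exported cargo escapes ClpAP degradation while cytoplasmic cargo is degraded and loses fluorescence; 0% = median of neutral control wells and 100% = median of NaSCN control wells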
PKA-R1A activ: PKA-R1A complex activation | 340,000 compounds, 0.083% hits | PKA-R1A dissociation, Cy5-IP20 fluorescence polarization; scaled: DMSO 0%, 113 µM cGMP 100% | activation, % at 11.4 µM | AID 504707;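 active means percent activation above the mean of all tested compounds plus 3 SD, cut at about 19% in these data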;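 further: higher means more PKAc released from R1A so a rise in polarization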
MOR-DOR inv ag: inverse agonist of human OPRM1-OPRD1 heterodimerization. cell-based MOR-DOR heterodimer luminescence, inverse agonism. inhibition, % at 9.3 µM. 340,000 compounds, 0.21% hits; in the data active means inhibition above about 22%, passing the limit was not always enough;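 further: 0% = cells with DMSO and 100% = wells without cells with DMSO; values of inactives mirror those of a sister screen read the other way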
Target sequence (P35372 whole entry, looked up): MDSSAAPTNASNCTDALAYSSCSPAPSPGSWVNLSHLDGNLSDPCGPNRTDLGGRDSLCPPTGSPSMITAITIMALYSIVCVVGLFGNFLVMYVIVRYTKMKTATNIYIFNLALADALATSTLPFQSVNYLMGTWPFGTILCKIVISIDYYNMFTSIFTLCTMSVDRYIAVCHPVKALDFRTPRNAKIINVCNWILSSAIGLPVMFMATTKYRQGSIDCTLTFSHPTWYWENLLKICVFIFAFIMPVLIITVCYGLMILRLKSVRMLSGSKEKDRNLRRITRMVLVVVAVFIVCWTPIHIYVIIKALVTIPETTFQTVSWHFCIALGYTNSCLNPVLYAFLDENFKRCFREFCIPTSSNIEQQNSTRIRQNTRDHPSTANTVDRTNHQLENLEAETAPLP
Target sequence (P41143 whole entry, looked up): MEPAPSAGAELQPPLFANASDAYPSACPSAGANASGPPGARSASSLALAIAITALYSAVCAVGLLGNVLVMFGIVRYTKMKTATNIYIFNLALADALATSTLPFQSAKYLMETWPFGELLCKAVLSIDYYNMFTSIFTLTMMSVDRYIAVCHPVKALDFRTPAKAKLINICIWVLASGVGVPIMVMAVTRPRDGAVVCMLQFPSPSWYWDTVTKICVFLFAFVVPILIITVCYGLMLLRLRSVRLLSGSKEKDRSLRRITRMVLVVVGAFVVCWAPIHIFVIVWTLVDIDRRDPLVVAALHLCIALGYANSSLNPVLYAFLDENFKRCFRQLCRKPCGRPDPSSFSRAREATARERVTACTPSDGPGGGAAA
AddAB inh: less growth of phage-infected E. coli with AddAB. E. coli expressing H. pylori AddAB, absorbance growth. inhibition, % at 11.9 µM. 330,000 compounds, 0.29% hits; in the data active means inhibition above about 12%;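 further: 0% = vehicle wells of infected cells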
SUMO Mot1 rescue: blocks SUMOylation pathway, rescuing yeast Mot1-301 growth; AID 2716; 320,000 compounds, 1% hits; growth rescue, % at 18.8 µM; S. cerevisiae Mot1-301 growth rescue, ATP luminescence, 38.5C; percent above DMSO median, 100 means doubled;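 active means every valid replicate shows activation above 250% relative to neutral control wells; inactive means the rest, any valid replicate at or below 250%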;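 further: OY570 slx delta 5 strain wells were the positive control but not used for scaling; some compounds called inactive have numbers as strong as hits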
PfHsp90 yeast 2: inhibits growth of yeast expressing Plasmodium falciparum Hsp90; inhibition, % at 9.4 µM; S. cerevisiae expressing PfHsp90, BacTiter-Glo ATP, 48 h; yeast lacking PDR1 and PDR3 efflux regulators; 310,000 compounds, 0.32% hits; AID 504621;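 active means every replicate shows inhibition above about 80%, whatever the replicate mean, limit read from the data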;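 further: 0% = DMSO neutral controls and 100% = 20 µM radicicol positive controls; yeast relying on Plasmodium falciparum Hsp90 in place of its own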
E coli growth: reduces bacterial viability in AddAB counter-screen. 330,000 compounds, 0.27% hits. inhibition, % at 11.9 µM. E. coli V3065 growth, OD600 absorbance, 18 h;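 active means inhibition above the campaign's mean inhibition across all tested compounds plus 3 SD, cut at about 9.9% in these data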;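 further: uninfected addAB+ strain grown without phage in ampicillin broth; 0% = DMSO wells and 100% = ciprofloxacin 0.95 µg/ml wells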
MOR-DOR ag: OPRM1-OPRD1 heterodimerization agonism; cells, luminescence; activation, % at 9.3 µM; AID 504326; 340,000 compounds, 0.3% hits; P35372+P41143; in the data active means activation above about 18%;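 further: 0% = vehicle-treated cells and 100% = reference agonist; values of inactives mirror those of a sister screen read the other way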
Numbers without * were called inactive; nt = not tested or not shown; & = joins results of further samples.

SMILES	HTR5A inv ag	PKA-R2B activ	phage Ecoli inh	Tat export inh	PKA-R1A activ	MOR-DOR inv ag	AddAB inh	SUMO Mot1 rescue	PfHsp90 yeast 2	E coli growth	MOR-DOR ag
COc1ccc(CN2CCCCC2C(=O)Nc2ccc(OC)c(OCC(C)C)c2)cc1OC (stereo not given)	-19	-4	2.4	-2&2	-7	-9	-2.0	172&-1	3	-3.2	1.6
NS(=O)(=O)c1ccc(NC(=O)N2c3ccccc3Sc3ccccc32)cc1	10	4	1.3	3	3	-6	1.6	1	-9	0.7	1.1
CCC(=O)Nc1nc(C)c(Oc2ccccc2)c(=O)[nH]1	-18	-3	-0.9	-6	-4	18	0.2	1	1	-0.5	-4.3
Cc1ccc(C(=O)N/C(=C/c2cccnc2)C(=O)N2CCCCCC2)cc1	6	-1	-0.5	-2	10	10	0.6	-10	2	0.8	-2.0
Cc1ccc(/C=N/NC(=O)c2ccco2)s1	5	1	3.7	-3	-9	14	-1.7	-6	10	2.0	-2.8
CC(C)[C@H](NC(=O)[C@@H]1CSC2c3ccccc3C(=O)N21)C(=O)NCc1ccco1 (stereo not given in full)	-8	-8	1.0	-3	-13	13	-1.2	-1	-22	0.9	-2.5
Oc1ccccc1-c1cc(-c2ccccc2Cl)[nH]n1	16	-11	4.1	3	-11	-34	-0.4	27	nt	1.7	6.3
CC[C@]12c3[nH]c4cc(-c5ccco5)ccc4c3CCN1C(=O)[C@@H](CC(=O)NCCC1=CCCCC1)C[C@@H]2C(=O)N1CCN(C(=O)c2ccco2)CC1	-3	-5	nt	6	-14	0	-1.5	nt	5	-1.2	0.1
COc1ccc(C(=O)NCc2csc(C)n2)cc1OC1CCN(C(C)=O)CC1	2	0	3.7	6	-8	9	-0.1	-4	8	-0.6	-1.7
CCn1c(COc2cccc3cccnc23)nnc1SC(F)F	-3	-5	-0.6	-5	3	10	1.8	4	-6	-0.8	-2.0
O=C(CCSc1ccc(Cl)cc1)NCc1ccncc1	4	7	-0.3	5	3	-1	-0.1	-8	nt	0.2	0.2
CCOc1ncccc1C(=O)OCC(=O)NCCCc1ccccc1	-12	6	-1.1	-10	-1	17	1.2	-7	2	0.1	-4.2
O=C1C=C(c2ccc(Oc3ccccc3)cc2)C[C@@H](c2ccc(F)cc2)C1	8	2	1.3	4	1	0	-0.3	1	4	-0.1	0.0
COc1ccc2c(c1)C(C)CC(C)(C)N2C(=O)CSc1ncn[nH]1 (stereo not given)	-10	-1	1.2	5	-4	4	1.4	36	19	0.6	-0.7
Cc1cccc(N(C(=O)c2snc(C(N)=O)c2N)C(C(=O)NCC2CCCO2)c2c[nH]c3ccccc23)c1 (stereo not given)	-40	-14	3.9	-16	1	-7	2.9	-13	-10	-0.7	0.9
CCC(C)NC(=O)C1CCN(S(=O)(=O)CC)CC1 (stereo not given)	11	-9	2.8	0	-15	10	0.4	-7	4	2.9	-1.7
O=C(NN=Cc1ccccc1O)NN=Cc1ccccc1O	-2	-2	12*	-8	-1	3	nt	nt	15	nt	-0.6
O=C(NCCCCNC(=O)c1ccc(F)cc1)c1ccc(F)cc1	15	3	3.2	10	-11	10	1.3	130	10	1.0	-2.3
CN(C)CCN[C@H]1CCC2C3CC=C4C[C@@H](O)CC[C@]4(C)C3CC[C@@]21C (stereo not given in full)	5	3	1.4	6	-8	8	-2.2	281	-43	-1.1	-1.6
O=c1[nH]c(CSc2ccccn2)nc2c1cnn2-c1ccccc1	-8	-23	1.0	13	-12	3	3.4	-11	-8	-0.7	-0.5

The list goes on; it opens with the 3 that closed the last part.
SMILES	HTR5A inv ag	PKA-R2B activ	phage Ecoli inh	Tat export inh	PKA-R1A activ	MOR-DOR inv ag	AddAB inh	SUMO Mot1 rescue	PfHsp90 yeast 2	E coli growth	MOR-DOR ag
O=C(NCCCCNC(=O)c1ccc(F)cc1)c1ccc(F)cc1	15	3	3.2	10	-11	10	1.3	130	10	1.0	-2.3
CN(C)CCN[C@H]1CCC2C3CC=C4C[C@@H](O)CC[C@]4(C)C3CC[C@@]21C (stereo not given in full)	5	3	1.4	6	-8	8	-2.2	281	-43	-1.1	-1.6
O=c1[nH]c(CSc2ccccn2)nc2c1cnn2-c1ccccc1	-8	-23	1.0	13	-12	3	3.4	-11	-8	-0.7	-0.5
O=C(CSc1ncnc2c1oc1ccccc12)Nc1nc2ccccc2s1	-12	5	2.5	1	-7	-24	1.5	39	-11	-0.5	4.7
CCCc1nnc(NC(=O)CCC(=O)N2CCN(C3c4ccccc4-c4ccccc43)CC2)s1	1	-7	3.6	0	0	2	1.4	1	4	-1.8	-0.4
CCC(=O)N1CCc2cc(Br)cc(S(=O)(=O)N3CCCCCC3)c21	12	-1	1.1	1	-4	23	2.4	45	15	-1.5	-3.8
FC(F)(F)c1cccc(-c2ccc(-c3csnn3)o2)c1	9	-8	3.9	1	-9	-26	5.4	235	-88	0.0	4.9
O=C(NC(=S)Nc1ccccc1N1CCOCC1)c1ccc(Br)cc1	19	8	6.1	8	-1	10	1.5	-15	-19	0.0	-1.9
O=C(Cc1cccc([N+](=O)[O-])c1)Nc1ccc(C(=O)N2CCOCC2)cc1	-5	0	-0.4	-4	7	-2	3.4	-4	-19	0.6	0.3
COc1ccc(C(CNC(=O)c2cccc(S(=O)(=O)N3CCOCC3)c2)N2CCOCC2)cc1 (stereo not given)	1	3	3.8	2	8	1	-1.0	-7	-8	1.1	-0.1
CC(C)[C@H](NC(=O)c1ccccc1F)C(=O)Nc1ccc2c(c1)OCO2	-27	2	2.0	-10	1	18	2.5	-4	-3	0.5	-4.8
O=C(CSc1ncnc2c1oc1ccccc12)Nc1cccc(F)c1	-3	-6	2.6	0	-1	2	2.6	-10	nt	-0.2	-0.4
COc1ccc(C(=O)N/C(=C\c2ccccc2)C(=O)NC(CC(C)C)C(=O)O)cc1 (stereo not given)	11	-8	2.8	5	1	5	0.7	10	-2	-0.8	-0.8
CCCCc1ccc(NC(=O)NCc2ccccn2)cc1	-20	-1	2.1	-5	6	10	-0.1	36	5	0.8	-1.8
CCSc1nnc(CNc2ccc(F)cc2)n1CC1CCCO1 (stereo not given)	-5	4	2.5	4	-12	-12	3.4	5	2	0.8	2.0
CCCOC(=O)CN1C(=O)c2ccccc2C1=O	1	-4	0.5	0	-4	-8	1.3	nt	17	0.2	1.4
COc1ccc(C(=O)NNC(=S)NC2CCCCC2)cc1OC	-5	9	0.1	3	-8	14	2.7	3	2	0.2	-2.4
CCOc1ccc(/C=N/NC(=O)c2nnn(-c3nonc3N)c2COc2ccc(F)cc2)cc1	3	-5	4.4	0	-14	-20	0.6	-1	-4	-1.0	4.1
CCOC(=O)C1=C(CSc2nc3c(cc2C#N)CN(C)CC3)OC(N)=C(C#N)C1c1ccc(F)cc1 (stereo not given)	-6	1	1.0	5	3	8	1.5	-11	54	-1.1	-1.8
Cc1c(NC(=O)CSc2nnnn2-c2ccc(C(=O)O)cc2)c(=O)n(-c2ccccc2)n1C	-11	-3	3.8	-10	0	-12	-0.3	21	-16	-1.6	2.2
CCOc1ccc(CN2CCN(CCCc3ccccc3)C(CCO)C2)cc1 (stereo not given)	-1	2	2.7	3	-6	3	0.0	6	12	-2.0	-0.7
CCN(C(=O)CSc1nnc(NCCOC)s1)c1c(N)n(Cc2ccccc2)c(=O)[nH]c1=O	-2	-1	2.8	-2	-14	9	nt	nt	4	nt	-2.2
CSc1cccc(NC(=O)CN2C(=O)COc3ccc(S(=O)(=O)N4CCOCC4)cc32)c1	9	-1	1.4	0	-10	9	1.7	344	-3	2.7	-1.8
OC1(C#Cc2c(-c3ccsc3)oc3ccc(N4CCOCC4)cc23)CCCCC1	-22	-10	-0.9	-3	-15	-1	1.1	-23	-37	0.1	0.2
O=C(O)c1cc(-c2ccccc2)c(N2CCOCC2)s1	-2	-9	2.9	3	-6	7	-1.3	92	17	-2.3	-1.2
C[C@H](CO)N1C[C@H](C)[C@@H](CN(C)C(=O)Nc2ccc3c(c2)OCO3)Oc2c(NC(=O)Nc3ccc4c(c3)OCO4)cccc2C1=O	0	3	4.2	-16	-18	-2	1.1	4	-12	1.1	0.4
Cc1ccc(SCCCn2cnc3ccccc3c2=O)cc1	-14	-19	2.5	2	-11	-9	0.1	-9	-1	-0.4	1.4
COc1cccc(C(=O)C2CCCN(Cc3cccn3-c3cccnc3)C2)c1 (stereo not given)	5	-7	2.1	-3	-5	0	1.2	-3	-2	-0.5	0.0
Cc1nc(C(F)(F)F)ccc1C(=O)Nc1ccc(C(F)(F)F)cn1	6	-2	4.3	0	-5	-8	2.5	62	-3	1.8	1.5
Cc1cccc(C)c1N1C(=O)[C@@H]2C(c3ccccc3Cl)=NO[C@@H]2C1=O	-10	-2	0.4	-1	-10	22	-0.2	-26	-11	-1.1	-4.3
Cc1cccc(/N=C/c2c(O)n(Cc3ccc4c(c3)OCO4)c(=O)c3ccccc23)n1	9	-1	-0.7	0	2	10	3.0	nt	-33	2.5	-2.0
O=C(CNc1ccc(Br)cc1)NNC1=NCCC1	11	0	0.2	11	4	9	-3.6	nt	-17	0.3	-1.8
CC(=O)Nc1c2c(nn1-c1ccccc1)CSC2	-4	-5	3.5	-2	-10	20	2.2	0	-19	-3.8	-3.8
O=[N+]([O-])c1ccccc1CNCCO	-13	7	3.2	2	11	-1	2.7	5	34	0.0	0.1
Cc1cc(Cl)ccc1NC(=O)NC1CCN(S(=O)(=O)c2ccc(F)cc2)CC1	-11	1	3.6	-9	-13	-22	1.4	nt	-23	1.2	4.0
COc1ccc(-c2coc3cc4oc(=O)cc(C)c4cc23)cc1F	3	4	0.4	1	5	7	1.5	24	-26	-1.8	-1.2
O=C(COC(=O)CC(c1ccccc1)c1ccccc1)NCc1ccccc1	2	-11	4.2	6	-1	-21	0.5	2	-11	1.2	2.9
CCN(C(=O)CSc1nc2ccccc2c(=O)n1C(C)COC)C1CCS(=O)(=O)C1 (stereo not given)	-9	2	0.0	5	-3	5	2.7	-19	-14	0.4	-1.0
O=C(NC1(C(F)(F)F)NC(=O)N(c2ccc(F)cc2)C1=O)c1cccs1 (stereo not given)	2	-14	2.5	-8	1	8	2.0	-2	16	0.7	-1.5
CCCn1c2c(c(O)c(C(=O)Nc3ccccc3)c1=O)CCCC2	-1	3	1.1	25	3	-2	2.6	-8	-11	-0.2	0.3
O=C(N/N=C/c1ccncc1)/C(=C/c1ccccc1)NC(=O)c1ccccc1	-1	-4	3.5	-9	-2	3	4.2	79	6	0.4	-0.6
Cc1ccc(Cl)c(OCC(=O)Nc2ccccc2C(=O)NC2CC2)c1	-2	-2	0.8	1	-4	0	4.2	2	18	-2.3	0.1
O=S(=O)(c1ccccc1S(=O)(=O)N1CCCCC1)N1CCCCC1	-11	0	nt	-3	7	12	0.1	528	-39	-0.7	-2.2
